mIAP activ: mouse IAP activation. muIAP, CDP-Star luminescence, 30 min; active compounds read high; 1 = vehicle-only enzyme signal, 0 = enzyme-free wells. AID 2805. actives 0.24% (n = 330,000). activation factor at 10 µM;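 active means activation factor of at least 2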; further: the source names both 10 and 20 µM as test concentration; values of inactives mirror those of a sister screen read the other way
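System: Mouse IAP enzyme | Also added: CDP-Star substrate | Dosing: Compounds dispensed in DMSO | Schedule: 30 min enzyme-substrate-compound incubation at room temperature | Technique: Chemiluminescence readout | Control set: DMSO-only wells and no-enzyme negative control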
TIM10 inh: TIM10 yeast growth inhibition. S. cerevisiae TIM10 strain growth, BacTiter-Glo luminescence, 24 h. inhibition, % at 10 µM. AID 463195. actives 1.4% (n = 330,000);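 active means inhibition of 40% or more at the single tested concentration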;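 further: wild-type TIM10 isogenic control strain grown at permissive 25 °C; 0% = DMSO yeast wells and 100% = minimal medium wells without yeast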
tim10-1 inh: growth inhibitors of tim10-1 mutant yeast | S. cerevisiae tim10-1 ts strain growth, BacTiter-Glo, 24 h | actives 2.2% (n = 330,000) | inhibition, % at 20 µM;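 active means inhibition of at least 40%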;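 further: mutant grown at 25 °C; 0% = DMSO wells with yeast and 100% = wells holding no yeast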
MIN6 prolif: inducers of beta-cell replication in MIN6 cells; MIN6 cells proliferation, ATPlite luminescence, 48 h; cells starved in 0.2% serum; 100% = growth in 10% serum; proliferation, % at 10 µM; actives 0.29% (n = 330,000); AID 2380;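 active means compounds whose signal lies at least 3.5 SD above the mean of all wells on their plate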;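 further: 0% = DMSO-treated cells in low-serum medium and 100% = 10% serum control; some compounds called inactive have numbers as strong as hits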
NALP3 yeast inh: blocks the NALP3 inflammasome reconstituted in yeast; Yeast reconstituted NLRP3/ASC/caspase-1, beta-gal luminescence, 24 h; actives 0.39% (n = 330,000); AID 2825; inhibition, % at 10 µM;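 active means inhibition of 50% or more; inactive means inhibition below 50%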;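 further: plate controls were induced DMSO wells for no effect and uninduced yeast grown without galactose for full effect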
APOBEC3G inh: inhibitors of human APOBEC3G DNA deaminase | actives 0.28% (n = 330,000) | inhibition, % at 20 µM | Q9HC16 | recombinant A3G, ssDNA deamination FAM/TAMRA fluorescence | AID 493012;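 active means inhibition of at least 40% at 20 µM, with no more than 30% in the related APOBEC3A deaminase screen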;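 further: plate controls were DMSO wells with A3G for no effect and wells lacking A3G enzyme for full effect; some compounds called inactive have numbers as strong as hits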
Target sequence (Q9HC16 whole entry, looked up): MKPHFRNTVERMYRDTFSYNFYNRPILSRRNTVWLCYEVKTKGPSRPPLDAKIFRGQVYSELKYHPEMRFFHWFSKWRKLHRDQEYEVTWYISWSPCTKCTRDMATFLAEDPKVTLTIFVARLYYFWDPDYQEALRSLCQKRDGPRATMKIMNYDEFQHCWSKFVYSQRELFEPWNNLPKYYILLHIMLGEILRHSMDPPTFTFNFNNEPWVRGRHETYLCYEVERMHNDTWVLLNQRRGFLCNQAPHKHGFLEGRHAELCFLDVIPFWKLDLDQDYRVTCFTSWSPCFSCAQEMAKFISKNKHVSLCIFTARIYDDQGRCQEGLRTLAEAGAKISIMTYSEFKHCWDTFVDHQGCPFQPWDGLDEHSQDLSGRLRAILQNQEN
hIAP block: blocks human intestinal alkaline phosphatase; actives 0.12% (n = 330,000); purified IAP, CDP-Star luminescence, 30 min; AID 2544; inhibition, % at 10 µM;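 active means inhibition reaching a set limit with compound at 10 µM in the primary screen, cut at about 35% in these data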;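 further: plate controls were DMSO wells with enzyme for no effect and no-enzyme buffer wells for full effect; values of inactives mirror those of a sister screen read the other way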
Target sequence (P09923 whole entry, looked up): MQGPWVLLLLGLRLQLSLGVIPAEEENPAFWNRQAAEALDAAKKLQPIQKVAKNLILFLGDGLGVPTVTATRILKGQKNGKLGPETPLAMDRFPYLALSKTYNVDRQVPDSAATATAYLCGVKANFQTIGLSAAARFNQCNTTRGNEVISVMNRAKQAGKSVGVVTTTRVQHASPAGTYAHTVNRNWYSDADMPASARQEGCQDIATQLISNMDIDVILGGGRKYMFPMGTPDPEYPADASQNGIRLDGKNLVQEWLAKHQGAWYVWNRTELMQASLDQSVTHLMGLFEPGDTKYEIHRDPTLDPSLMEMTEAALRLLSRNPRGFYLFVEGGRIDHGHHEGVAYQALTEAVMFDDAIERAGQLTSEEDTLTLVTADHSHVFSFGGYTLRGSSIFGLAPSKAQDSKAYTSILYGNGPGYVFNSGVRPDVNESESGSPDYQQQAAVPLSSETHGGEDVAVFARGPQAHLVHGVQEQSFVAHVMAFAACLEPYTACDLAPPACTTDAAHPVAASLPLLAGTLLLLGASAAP
A3A deaminase: inhibitors of human APOBEC3A DNA deaminase; inhibition, % at 20 µM; actives 0.41% (n = 330,000); P31941; recombinant A3A, FAM/TAMRA ssDNA deamination fluorescence;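 active means at least 40% inhibition at 20 µM here, with at most 30% in a related deaminase screen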;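 further: plate controls were A3A with DMSO for no effect and wells lacking A3A enzyme for full effect; some results filed as inactive read as strong as hits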
Target sequence (P31941 whole entry, looked up): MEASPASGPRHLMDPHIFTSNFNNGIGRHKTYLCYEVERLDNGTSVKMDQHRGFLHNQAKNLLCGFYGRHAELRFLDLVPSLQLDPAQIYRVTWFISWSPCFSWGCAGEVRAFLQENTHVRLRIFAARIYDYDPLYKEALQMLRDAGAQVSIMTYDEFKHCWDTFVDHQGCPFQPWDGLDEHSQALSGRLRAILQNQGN
mIAP inh: blocks mouse intestinal alkaline phosphatase. purified mouse IAP, CDP-Star luminescence, 30 min. inhibition, % at 10 µM. actives 0.2% (n = 330,000). AID 2806;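 active means inhibition of at least 40% at 10 µM in the primary screen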;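 further: plate controls were DMSO with enzyme for no effect and no enzyme wells for full effect; values of inactives mirror those of a sister screen read the other way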
The depositor's hits bear a star; . = no result given.

Every second line gives: mIAP activ	TIM10 inh	tim10-1 inh	MIN6 prolif	NALP3 yeast inh	APOBEC3G inh	hIAP block	A3A deaminase	mIAP inh
N#Cc1nc(-c2ccc(OCc3ccccc3)cc2)oc1NCc1ccco1
  0.97	3	-4	-5	-7	-6	-12	-4	3
CCOC(=O)C1=C(C)NC2=C(C(=O)CC(C)(C)C2)C1c1ccc(O)c(OCC)c1 (stereo not given)
  1	0	8	-2	-33	-5	-6	-4	-2
COCc1[nH]nc2c1C(c1ccccc1Cl)C(C#N)=C(N)O2 (stereo not given)
  0.98	18	13	0	-1	-2	-6	0	2
CCOc1ccccc1OCC(O)CNC (stereo not given)
  0.9	8	14	0	6	-5	7	0	10
Cc1ccc2c(c1)Oc1ccc([N+](=O)[O-])cc1C(=O)N2
  0.9	8	13	1	22	-8	-137	-1	10
COc1ccccc1CNC(=O)Nc1cccs1
  0.9	28	22	1	13	-6	-6	-2	10
Cc1cc2ccccc2c(=O)n1CC(=O)NCC(=O)N(C)Cc1ccccc1
  1.1	-8	9	-4	-1	-2	7	0	-5
CCCCOC(=O)CSC1=C(C#N)C(c2ccc3c(c2)OCO3)CC(=O)N1 (stereo not given)
  1.1	23	24	0	23	1	0	1	-6
CC(C)CN(C(=O)COC(=O)CCSc1ccc(F)cc1)c1c(N)n(Cc2ccccc2)c(=O)[nH]c1=O
  1	-8	-4	1	10	-8	-11	-2	-3
O=C(Nc1ccccc1Cl)N1C2CCC1CC(O)(c1cccnc1)C2 (stereo not given)
  1	-1	8	-2	-4	-7	14	-7	-1
CC(=O)c1cccc(NC(=O)C(C)OC(=O)C2CCC2)c1 (stereo not given)
  0.98	-1	-4	0	14	-4	-7	-1	2
O=C(Nc1cccc(Cl)c1)c1ccc(NC2=NC3CS(=O)(=O)CC3S2)cc1 (stereo not given)
  0.95	2	5	4	10	-6	18	-6	5
CCOc1ccc(S(=O)(=O)N(C)c2ccc(OCC(=O)OCc3c(C)noc3C)cc2)cc1
  1.1	-4	39	4	11	-5	-16	-6	-9
O=C(COC(=O)c1nc(Cl)ccc1Cl)c1ccccc1Cl
  0.99	6	3	-3	2	1	8	3	1
O=C(Nc1c(C(=O)N2CCOCC2)cnn1-c1ccccc1)c1ccc([N+](=O)[O-])cc1
  0.94	4	-10	4	6	3	-25	2	6
O=C(O)c1ccc(NC(=O)c2cccc(C(=O)Nc3ccc(C(=O)O)cc3)n2)cc1
  0.98	7	8	-5	14	-13	-7	-2	2
CCCCn1c(N)c(N(CCOC)C(=O)c2cc3c(s2)CCC3)c(=O)[nH]c1=O
  1	-11	-7	3	17	-5	12	18	-2
O=c1[nH]c(=O)c2cn[nH]c2[nH]1
  0.93	-2	-14	1	10	-7	-2	-2	8
N#C/C(=C/c1cn(CC(=O)O)c2ccccc12)C(=O)NCc1ccccc1
  1.1	-5	8	-4	1	-4	-2	-3	-6
CCN(CC)c1ccc(NC(=O)C2CCCN(S(=O)(=O)c3cccnc3)C2)c(C)c1 (stereo not given)
  1.1	4	11	0	-4	-7	-22	1	-7
COc1ccc(-n2nc(C(=O)O)cc2-c2ccccc2)cc1
  1	-1	-11	0	10	-6	6	-6	-4
Clc1ccc2c(c1)CNc1c(ncnc1N1CCOCC1)O2
  0.96	5	14	-1	21	-4	-11	2	4
COc1ccccc1OCCNC(=O)c1cc(SC)ccc1Cl
  0.93	0	19	-3	23	-4	-4	-3	7
CC(C)c1ccc(/C=C/C(=O)Nc2nc3ccc([N+](=O)[O-])cc3s2)cc1
  0.82	8	15	-5	14	-6	6	-2	18
Cc1ccccc1Sc1ccc([N+](=O)[O-])cn1
  0.96	-5	9	2	14	0	-12	5	4
COC(=O)c1nc(NC(=O)c2ccccc2)n[nH]1
  0.93	6	10	-2	9	-6	8	1	7
Cc1ccc(CNC(=O)c2cccnc2Sc2cccc(Cl)c2)cc1
  1	16	-3	0	22	-6	5	-1	-3
CCOc1ccc(OCc2ccc(C(=O)OCc3ccccn3)o2)cc1
  1	31	5	0	35	2	10	6	0
O=C(NN1CCOCC1)c1cc(-c2cccs2)nc2ccccc12
  0.91	10	28	1	0	-1	-8	0	9
O=C(CN1CCN(c2ccc(O)cc2)CC1)Nc1ccc(S(=O)(=O)N2CCCC2)cc1
  0.92	-7	-6	-1	7	17	1	0	8
CC(=O)Nc1ccc(NC(=O)C/C(C)=N/NC(N)=S)cc1
  0.96	-10	-11	-2	9	0	-10	-1	4
CCCc1cc(=O)[nH]c(NCc2ccc(Cl)cc2)n1
  1.1	5	7	-1	-6	-1	15	1	-8
CCOc1ccccc1-c1cc(-c2ccc(OC)cc2)nc2c1c(=O)n(C)c(=O)n2C
  0.85	11	1	-2	3	-6	13	-18	15
CC(=O)Nc1c(C)cc(S(C)(=O)=O)cc1C
  0.92	-24	23	0	3	-7	-5	-5	8
Cc1ccc(CCNC(=O)c2cc(C)nn2-c2ccccc2)cc1
  0.96	-3	8	1	11	3	-4	7	4
CC(=O)Nc1nc2n(n1)C(c1ccc(Cl)cc1)C=C(C)N2 (stereo not given)
  0.96	-15	16	0	-2	-4	1	-2	4
O=C1C2CC=CCC2C(=O)N1Cc1ccccc1Cl (stereo not given)
  1.1	-26	1	0	-14	-8	-15	0	-12
COc1ccc(S(=O)(=O)N(CCc2ccccc2)CC(=O)N2CCOCC2)cc1
  0.99	20	28	0	1	-9	-9	0	1
CCC(=O)Nc1cc2nn(-c3ccc(C)cc3)nc2cc1C
  1.1	-16	-6	-5	2	-1	-19	1	-7
COc1ccc(F)cc1CN1CCN(c2ncnc3scc(-c4ccccc4)c23)CC1
  1	30	36	-6	12	-3	-18	-1	0

Record cards (already shown).
Cc1ccc(CCNC(=O)c2cc(C)nn2-c2ccccc2)cc1 in the list: mIAP activ: 0.96; TIM10 inh: -3; tim10-1 inh: 8; MIN6 prolif: 1; NALP3 yeast inh: 11; APOBEC3G inh: 3; hIAP block: -4; A3A deaminase: 7; mIAP inh: 4
CC(=O)Nc1nc2n(n1)C(c1ccc(Cl)cc1)C=C(C)N2 (stereo not given) in the list: mIAP activ: 0.96; TIM10 inh: -15; tim10-1 inh: 16; MIN6 prolif: 0; NALP3 yeast inh: -2; APOBEC3G inh: -4; hIAP block: 1; A3A deaminase: -2; mIAP inh: 4

Following part:
Every second line gives: mIAP activ	TIM10 inh	tim10-1 inh	MIN6 prolif	NALP3 yeast inh	APOBEC3G inh	hIAP block	A3A deaminase	mIAP inh
CCc1nn(CC(=O)N2CCN(c3ccc(OC)cc3)CC2)c(=O)c2cc3occc3n12
  1	-8	3	-2	16	-4	-4	-5	-2
O=C(CN1CCN(S(=O)(=O)c2ccc(F)cc2)CC1)N1CCOCC1
  1.1	1	7	3	5	7	-1	6	-7
Cc1c(Cl)ccc2sc(NC(=O)C3CC3)nc12
  1.1	44*	18	-1	25	-7	6	1	-14
CC(NC(=O)Cc1ccccc1)c1nc2ccccc2[nH]1 (stereo not given)
  0.97	-6	-6	2	7	-3	7	-5	3
COc1cc(/C=N/Nc2nc(C)cc(C)n2)cc(OC)c1OC
  1	5	-7	-1	3	0	-26	-6	-4
CC[C@]12c3[nH]c4ccc(OC)cc4c3CCN1C(=O)C(CC(=O)NCCCn1ccnc1)C[C@@H]2C(=O)N1CCN(C(=O)C2CC2)CC1 (stereo not given in full)
  0.97	-12	12	.	.	-1	.	-3	3
Cc1nn(CC(=O)NC2(C)CCS(=O)(=O)C2)c(C)c1S(=O)(=O)N(C)C (stereo not given)
  0.99	10	-13	0	13	-5	3	0	1
CC(C)CNC(=O)/C=C/c1cccs1
  0.96	-3	7	0	22	-6	-2	2	4
CC(=O)c1cccc(NC(=O)CCCN(C)S(=O)(=O)c2ccc(F)cc2)c1
  1	-13	11	0	12	2	11	4	-2
O=C(Nc1sc2c(c1C(=O)NCCCO)CCCC2)c1ccccc1
  0.9	5	24	1	22	-10	9	-1	10
CN1CCN(C(c2cccs2)c2nnnn2Cc2ccc(F)cc2)CC1 (stereo not given)
  1	6	-2	4	-7	-10	2	-1	0
CCOc1cccc(CN2CCCC(N3CCc4cc(OC)c(OC)cc4C3)C2)c1O (stereo not given)
  0.97	10	1	1	4	-2	-14	-7	2
COc1ccccc1/C=C/C(=O)OCC(=O)NC1CC1
  0.91	2	3	1	-3	-10	6	-3	9
Oc1[nH]c2ccccc2c1N=Nc1ccc(C(F)(F)F)cn1
  0.95	53*	26	0	37	2	13	3	5
Cc1[nH]c2ccccc2c1C(=O)COC(=O)c1c(-c2ccccc2)noc1C
  0.97	48*	52*	-5	10	-9	-2	-5	2
Cc1ccc(C(NC(=O)CN2C(=O)NC3(CCCC3)C2=O)c2ccccc2)cc1 (stereo not given)
  1.2	5	9	-2	14	5	5	-1	-19
COCCCn1c(=S)[nH]c2c(sc3ccccc32)c1=O
  1.1	0	23	2	-6	-1	-1	-4	-7
C=CCNC(=O)NC(=O)COC(=O)/C(C#N)=C/c1cc(C)n(CC(C)C)c1C
  0.96	4	16	0	-10	-7	5	-2	4
CN(Cc1cccs1)C(=O)c1ccc(Cl)c(S(=O)(=O)N2CCCCCC2)c1
  1	14	19	1	9	-5	-22	2	0
COC(=O)c1cc(S(=O)(=O)n2nc(C)cc2C)c(Cl)cc1Cl
  1.1	-6	14	-3	24	-1	6	3	-6
Cc1ccc(Nc2nc(-c3ccc(O)cc3O)cs2)nc1
  0.79	12	44*	-5	17	-6	-39	-1	22
Cc1c(C(=O)c2ccc(Cl)cc2[N+](=O)[O-])c2ccccn2c1CCC#N
  1	-20	10	4	24	-4	13	8	-5
O=P(O)(CP(=O)(c1ccccc1)c1ccccc1)c1ccccc1
  1.1	-15	-13	-1	4	-5	-3	-2	-6
CCc1n(CC(O)COCC2CC=CCC2)c2ccccc2[n+]1C (stereo not given)
  0.95	3	0	3	10	27	6	62*	5
COc1ccc2nc(SCC(=O)NC(C)C)[nH]c2c1
  1.1	-11	5	-1	18	-7	-18	-1	-5
CC(C)COc1cccc(-c2cc(C(=O)Nc3ccon3)c3ccccc3n2)c1
  0.92	33	7	-6	20	10	8	2	8
O=C(O)c1cc(S(=O)(=O)N2CCN(S(=O)(=O)c3ccccc3)CC2)ccc1Cl
  1.1	-15	3	-1	11	-5	-18	-3	-8
COc1ccc(N/C(=N/c2nc(C)cc(C)n2)NC(=O)c2ccccc2)cc1
  0.99	4	2	-1	17	3	10	7	1
CCCCN(C)CCCNC(=O)c1cn(CC)c2ccc(S(=O)(=O)N3CCc4ccccc4C3)cc2c1=O
  0.85	-5	-9	-7	16	11	12	5	15
COc1ccc(NC2CCCN(C(=O)c3ccc(C(C)=O)cc3)C2)cc1 (stereo not given)
  1.1	-7	-10	-2	19	-9	13	-6	-6
CCOCCCNC1=C(Cl)C(=O)c2ccccc2C1=O
  0.95	30	36	-4	19	2	14	3	5
CNS(=O)(=O)c1cccc(C(=O)OCC(=O)N2c3ccccc3NC(=O)C2(C)C)c1
  1.1	4	2	-4	11	0	1	13	-12
CCOC(=O)Cn1nnnc1C
  0.98	-21	-3	1	6	-10	-1	2	2
CC(=O)C1=C(C)NC(SCC(=O)Nc2nccs2)=C(C#N)C1c1ccccc1Cl (stereo not given)
  0.77	9	30	1	14	-4	16	-2	23
CC(C)CCCN1C(Nc2ccccc2)=NC[C@@H]1Cc1ccccc1
  1.1	-3	-12	-5	23	-6	-6	0	-13
CCOc1ccc(S(=O)(=O)N(CC(=O)N/N=C/c2cccs2)c2ccc(C)cc2)cc1
  0.86	11	20	-3	3	0	-22	-1	14
N=C(N)CCCOc1ccccc1-c1ccccc1
  1	7	-14	-2	2	-5	5	3	-1

Assay outcomes from PubChem.
